# hERG protect: compounds protecting human hERG from proarrhythmic drug block. Q12809. CHO-hERG, FluxOR thallium flux, dofetilide IC70 present. activation (rescue from dofetilide block), less the hit threshold, % at 10 µM. 0.51% of 310,000 active. AID 1511;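 active = activation above the mean of controls blocked by dofetilide plus 5 SD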;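 also: thallium influx through hERG after potassium depolarization seen as dye fluorescence rise; in these data hits start at about 4.7%; inactives centre near -7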
# GSK3beta inhib: inhibitors of human GSK3beta kinase; P49841; GST-GSK3beta kinase, ADP-Glo luminescence, 60 min; active compounds read low; activity score (negative = inhibition), % at 10 µM; 0.038% of 300,000 active; AID 2097;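 active = more than half of replicate wells score below -50%, meaning over 50% inhibition versus plate controls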;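 also: 0% = median DMSO wells and -100% = median GW8510 positive control wells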
#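 test system = GST-tagged human GSK3beta kinase, cell-free | reagent = 25 µM ATP with peptide substrate | dosing = one dose of 10 µM per compound | schedule = 60 min reaction, RT | detection = luminescent ADP-Glo measurement of ADP formed | control set = DMSO neutral wells and GW8510 at 20 µM as positive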
# PolyA inhibitor: blocks polyadenylation in yeast reporter cells. calls only at 12 µM. S. cerevisiae SKY197-pL101 polyadenylation reporter, beta-gal luminescence; efflux-impaired pdr1/pdr3 knockout yeast; score 100 = 6 SD above DMSO. 0.02% of 300,000 active;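 active = lowest replicate activity score at least 50, where 100 means six control SD above control mean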;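 also: yeast exposed to compound for 9 h at 30 °C; higher score means more reporter readthrough which indicates perturbed polyadenylation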
# RGS4 pot: RGS4 potentiation or activation. HEK293 M3R/inducible RGS4, carbachol calcium flux Fluo4; active compounds read low. B-score at 10 µM. 0.92% of 310,000 active;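 active = B-score of the integrated calcium signal more than 4 SD below the library mean, with starting fluorescence not abnormally high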;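 also: negative B-score means reduced calcium response which marks RGS4 activation or potentiation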
#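 Assay system: HEK293 FlpIn-TREx cells, stable M3R, doxycycline-inducible RGS4 / Probe or stimulus: carbachol, ECmax concentration / Times: overnight RGS4 induction, 30 min dye load 37 °C, 20 min compound RT / Signal: kinetic calcium fluorescence imaging with Fluo4-AM dye, 2 µM / Measure: Agonist-evoked peak-minus-minimum fluorescence over baseline, integrated ratio, B score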
# HDAC3 inh: inhibitors of human histone deacetylase 3 | recombinant HDAC3, fluorogenic peptide/trypsin coupled, fluorescence | inhibition, % at 8.3 µM | 0.15% of 320,000 active | AID 2718; in the data active = inhibition above about 26%, passing the limit was not always enough
# GSK3A inh: human GSK-3 alpha kinase inhibition; AID 2650; ADP-Glo luminescence, 60 min; P49840; 0.1% of 320,000 active; inhibition, % at 10 µM;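 in the data active = inhibition above about 50%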;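 also: GST-tagged GSK-3 alpha with peptide substrate and 25 µM ATP; 0% = DMSO neutral wells and 100% = GW8510 positive control wells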
# KCNQ1 inh: human KCNQ1 channel inhibition | P51787 | CHO-K1 KCNQ1, FluxOR thallium flux fluorescence; active compounds read high | B-score at 10 µM | 1.3% of 310,000 active;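 active = compounds whose thallium flux B-score, printed positive for inhibition, exceeds three library SD while starting fluorescence stays within three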;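 also: channel opened by potassium depolarization with thallium stimulus after 20 min compound exposure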
# Target sequence (P51787 whole entry, looked up): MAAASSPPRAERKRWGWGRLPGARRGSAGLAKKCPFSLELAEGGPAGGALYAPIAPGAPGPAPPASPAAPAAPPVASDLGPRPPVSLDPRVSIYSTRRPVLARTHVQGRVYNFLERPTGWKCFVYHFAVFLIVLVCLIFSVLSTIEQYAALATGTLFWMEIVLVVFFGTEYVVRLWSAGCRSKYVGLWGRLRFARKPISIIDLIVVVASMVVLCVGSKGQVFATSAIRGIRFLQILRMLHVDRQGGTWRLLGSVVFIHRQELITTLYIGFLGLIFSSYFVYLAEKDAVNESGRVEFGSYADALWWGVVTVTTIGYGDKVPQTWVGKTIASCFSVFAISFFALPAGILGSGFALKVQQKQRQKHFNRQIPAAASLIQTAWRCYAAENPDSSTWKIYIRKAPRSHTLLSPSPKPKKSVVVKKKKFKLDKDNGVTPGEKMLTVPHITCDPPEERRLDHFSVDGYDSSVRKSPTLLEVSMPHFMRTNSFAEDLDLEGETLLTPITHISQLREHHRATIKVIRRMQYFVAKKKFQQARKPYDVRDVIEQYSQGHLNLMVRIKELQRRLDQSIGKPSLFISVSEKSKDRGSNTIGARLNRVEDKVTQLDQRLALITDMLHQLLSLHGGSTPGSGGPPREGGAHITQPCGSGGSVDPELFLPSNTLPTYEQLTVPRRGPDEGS
# KCNQ1 pot: potentiates or activates the human KCNQ1 potassium channel | B-score at 10 µM | CHO-K1 KCNQ1, thallium flux FluxOR fluorescence; active compounds read high | P51787 | AID 2648 | 0.35% of 310,000 active;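 active = fluorescence ratio B-score, a plate-corrected score, at least three library SD, with initial intensity B-score within 5 SD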
#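 assay system = KCNQ1-transfected CHO-K1 cells | medium = assay buffer with matched DMSO | probe or stimulus = depolarizing K+/Tl+ stimulus, K2SO4 and Tl2SO4 each 12.5 mM in 5x stock | dosing = single dose | incubation = dye 90 min, compound 20 min, room temperature | detection = kinetic FluxOR fluorescence, 10 s baseline plus 110 s post-stimulus | evaluation = ratio B score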
# Dyrk1A ADPGlo: blocks rat Dyrk1A kinase activity | Q63470 | ADP-Glo luminescence, NFATc1 peptide | inhibition, % at 12.5 µM | 0.43% of 310,000 active; in the data active = inhibition above about 50%;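 also: plate controls were vehicle with enzyme for no effect and no enzyme for full effect; many of its hits are not listed in these tables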
# KCNK9 block: human KCNK9 channel inhibition | AID 488922 | 1.2% of 310,000 active | B-score at 10 µM | Q9NPC2 | HEK293 KCNK9, FluxOR thallium flux fluorescence; active compounds read low;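 active = ratio B-score over 3 SD below the library mean, with starting fluorescence within 5 SD of its mean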;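 also: negative B-score means less thallium flux so channel inhibition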
# KCNK3 block: human KCNK3 channel inhibition, primary screen; CHO-KCNK3 thallium flux, FluxOR fluorescence; active compounds read low; B-score at 10 µM; 0.84% of 340,000 active;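 active = B-score under library mean minus 4 SD, starting fluorescence ratio at most library mean plus 5 SD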;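 also: more negative B-score means stronger inhibition of thallium flux through KCNK3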
# Target sequence (O14649 whole entry, looked up): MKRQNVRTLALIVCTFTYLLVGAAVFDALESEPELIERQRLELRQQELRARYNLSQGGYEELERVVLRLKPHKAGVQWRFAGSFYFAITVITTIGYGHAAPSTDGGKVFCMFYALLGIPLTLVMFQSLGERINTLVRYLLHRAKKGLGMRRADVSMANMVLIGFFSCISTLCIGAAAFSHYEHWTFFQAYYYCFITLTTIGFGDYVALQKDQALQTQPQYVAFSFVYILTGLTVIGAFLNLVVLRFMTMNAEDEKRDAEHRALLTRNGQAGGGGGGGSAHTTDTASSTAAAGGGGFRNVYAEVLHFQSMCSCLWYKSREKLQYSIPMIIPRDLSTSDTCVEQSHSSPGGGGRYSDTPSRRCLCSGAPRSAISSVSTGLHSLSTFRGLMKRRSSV
# * = called active by the depositor; i = inactive; . = no result given. This is a subset; count on the stated rates, not on these rows.
# Order of results – KCNK3 block	HDAC3 inh	KCNQ1 inh	RGS4 pot	PolyA inhibitor	KCNK9 block	KCNQ1 pot	hERG protect	GSK3A inh	Dyrk1A ADPGlo	GSK3beta inhib
O=C(COC(=O)c1c(F)cccc1F)Nc1ccccc1OC(F)F
    i	0	i	i	i	i	i	-6	-1	2	-2
CCc1c(C#N)c(SCCC(=O)Nc2ccc(F)cc2)nc2c1C(=O)CC(C)(C)C2
    i	-4	12*	i	i	i	i	-19	-4	0	1
COC(=O)/C=C1/SC(=NC(=O)c2ccc(OC)cc2)NC1=O
    i	-1	i	i	i	i	i	-9	0	-4	1
CC(Sc1nnc(COc2ccc([N+](=O)[O-])cc2)n1-c1ccccc1)C(=O)O (centres undefined)
    i	7	i	i	i	i	i	-8	1	-7	4
CC1(C)C(c2ccccc2)=NC(c2ccc(Br)cc2)N1O (centres undefined)
    i	11	i	i	i	i	i	-12	0	-2	1
COc1ccccc1N(CC(=O)NCC1CCCO1)C(=O)CCC(=O)Nc1cc(C)on1 (centres undefined)
    i	3	i	i	i	i	i	-5	-5	-5	3
CCC(C)Sc1cccc(-c2nc3ccc(C)cn3c2NC2CCCCC2)c1 (centres undefined)
    i	2	i	i	i	i	i	-4	2	1	1
CCOc1ccc(N2C(=O)Nc3ccccc3C2(O)C(=O)NCc2ccccc2)cc1 (centres undefined)
    i	2	i	i	i	i	i	-18	-6	-5	1
CN(C(=O)c1cc(S(=O)(=O)N2CCOCC2)cs1)c1ccccc1
    i	-1	i	i	i	i	i	-8	-1	-6	3
COc1ccc(C(CC(=O)O)NS(=O)(=O)c2ccc(C)cc2)cc1OC (centres undefined)
    i	0	i	i	i	i	i	-3	-1	5	1
COC(=O)c1ccc(OCC(=O)Nc2nn(-c3ccccc3)nc2C(N)=O)cc1
    i	-25	i	i	i	i	i	-17	2	0	1
O=C(O)CCCNC(=O)c1cncc(O)c1
    i	-2	i	i	i	i	i	-2	3	-4	-4
CCOC(=O)Cc1csc(NC(=O)CSc2nc3cccnc3n2CC)n1
    i	7	i	i	i	i	i	-1	1	6	-3
COc1cc(C(=O)N/N=C(\C)Cc2ccccc2)cc(OC)c1OC
    i	-2	i	i	i	i	i	-3	-2	5	3
O=S(=O)(Nc1ccccn1)c1ccc(Oc2ccccc2)cc1
    i	5	i	i	i	i	i	-9	1	4	2
CC(=O)Nc1cccc(NS(=O)(=O)Cc2ccc(Cl)cc2)c1
    i	-8	i	i	i	i	i	-8	-1	.	0
Cc1ccccc1C(=O)N(C)Cc1ccccc1
    i	1	i	i	i	i	i	-5	0	3	4
S=C(c1ccc(N2CCOCC2)cc1)N1CCOCC1
    i	2	i	i	i	i	i	-5	-1	.	8
CN1CCN(C(=O)c2cc(Cl)ccc2NC(=O)c2ccc(Cl)cc2Cl)CC1
    i	-7	i	i	i	i	i	-9	0	1	2
Cc1ccc(CNC(=O)/C=C/c2ccc(Br)o2)cc1
    i	4	i	i	i	i	i	-13	-1	2	1
c1cnc(Oc2ccc(-c3nnco3)cc2)cn1
    i	-4	i	i	i	i	i	-13	-2	7	-2
CCOc1cc(S(=O)(=O)N2CCN(Cc3ccccc3)CC2)ccc1Br
    i	6	i	i	i	i	i	-6	-1	0	-1
CC(=O)Nc1ccc(S(=O)(=O)Nc2nc(C)cc(-n3nc(C)cc3C)n2)cc1
    i	8	i	i	i	i	i	-2	-6	1	4
CNC(=S)NCc1ccc(OC)cc1
    i	5	i	i	i	i	i	-11	-2	1	2
O=C(CN1C(=O)/C(=C/c2ccc(C(F)(F)F)cc2)Sc2ccccc21)NCCCN1CCOCC1
    i	10	i	i	i	i	i	-20	3	2	0
O=C(NC(Cc1ccccc1)C(=O)NC(Cc1ccccc1)C(=O)O)c1ccccc1 (centres undefined)
    i	1	i	i	i	i	i	-5	-2	-1	0
O=[N+]([O-])c1cc(S(=O)(=O)N2CCCCC2)ccc1NCc1cccc(Cl)c1
    i	-1	i	i	i	i	i	-14	4	4	-2
CCN1CCOC(CC(=O)Nc2cccc([N+](=O)[O-])c2)C1=O (centres undefined)
    i	1	i	i	i	i	i	-16	-2	.	1
CCCN1CCN(CCNC(=O)Nc2cc(C)ccc2C)CC1
    i	1	i	i	i	i	i	-4	0	-2	0
O[C@@H]([C@H](O)[C@H](O)CBr)[C@H](O)CBr
    i	2	i	i	i	i	i	-8	-3	4	3
CN1CCN(S(=O)(=O)c2cccc(S(=O)(=O)c3ccc(Cl)c(Cl)c3)c2)CC1
    i	8	i	i	i	i	i	-2	0	-5	0
O=C(Nc1ccccc1)/C(=C/c1ccccc1)c1ccccc1
    i	3	i	i	i	-7*	i	-11	2	2	3
Cc1ccc(N2CC(C(N)=O)CC2=O)cc1 (centres undefined)
    i	3	i	i	i	i	i	-10	-2	1	0
COc1ccccc1C1(CC(=O)N2CCCCC2)CCOC(C(C)C)C1 (centres undefined)
    i	6	i	i	i	i	i	-9	0	-3	0
CCCc1c(C(=O)N/N=C(\C)CCc2ccccc2)nnn1-c1nonc1N
    i	-3	i	i	i	i	i	-8	-2	.	2
CCOC(=O)Cc1sc(N)nc1C
    i	-11	i	i	i	i	i	-3	2	-1	0
CC(C)[C@H](NC(=O)CCn1nnc2ccccc2c1=O)C(=O)O
    i	.	i	i	i	i	i	-12	5	-1	4
COCC(C)n1c(C)cc(C(=O)COC(=O)c2oc3ccccc3c2C)c1C (centres undefined)
    i	11	i	i	i	i	i	-13	0	8	3
N#Cc1ccc(C(=O)Nc2nnc(-c3cccs3)o2)cc1
    i	-2	i	i	i	i	i	-5	-1	10	-3
N#C/C(=C\Nc1ccccc1SC(F)(F)F)c1nc(-c2ccc(F)cc2)cs1
    i	-7	i	i	i	i	i	-4	.	1	0
CC1C(=O)C(C)C(c2ccc(Cl)cc2)NC1c1ccc(Cl)cc1 (centres undefined)
    i	-7	7*	i	i	i	i	-7	-1	.	-1
COc1ccc(-c2cc(C(=O)N3CCN(c4ccccc4OC)CC3)no2)cc1OC
    i	3	i	i	i	i	i	-15	-2	2	0
COc1ccc(-c2noc(CN(C(=O)C(C)(C)C)C(C)C)n2)cc1
    i	2	i	i	i	i	i	-1	0	1	0
CN1CCc2cc3c(c4c2[C@H]1[C@H](O)c1ccccc1-4)OCO3
    i	-3	i	-7.4*	i	i	i	-9	17	82*	-4
Cc1cc(C(=O)Cn2nc(C(=O)O)c3ccccc3c2=O)c(C)n1CC(F)(F)F
    i	1	i	i	i	i	i	-5	-15	-7	4
CCC(CC)C(=O)c1c[nH]c(C(=O)NCCCn2ccnc2)c1
    i	0	i	i	i	i	i	-20	0	-5	-2
Cc1ccsc1C1C=C(c2cccc(Br)c2)Nc2ncnn21 (centres undefined)
    i	-7	i	i	i	i	i	-24	.	18	5
COc1ccc(C)cc1NC(=O)NC1CCN(Cc2ccccc2)CC1
    i	2	i	i	i	i	i	-13	-8	-3	0
O=C(CN1CC(c2ccccc2)CC1=O)N/N=C/c1cc(Br)ccc1O (centres undefined)
    i	1	i	i	i	i	i	-9	2	-2	-1
COCCSc1ccccc1C(=O)Nc1nccs1
    i	2	i	i	i	i	i	-1	0	-2	2

# (continued)
# Order of results – KCNK3 block	HDAC3 inh	KCNQ1 inh	RGS4 pot	PolyA inhibitor	KCNK9 block	KCNQ1 pot	hERG protect	GSK3A inh	Dyrk1A ADPGlo	GSK3beta inhib
O=C(O)c1ccc(NC(=O)C2(c3ccccc3)CCCC2)cc1
    i	3	i	i	i	i	i	-10	-2	-11	-4
Cc1cnn(-c2cc(N/N=C/c3ccccc3F)ncn2)c1
    i	8	i	i	i	i	i	-2	-1	-4	-1
CCOC(=O)C(NC(C)=O)(Nc1ccc(S(=O)(=O)Nc2onc(C)c2C)cc1)C(F)(F)F (centres undefined)
    i	-1	i	i	i	i	i	-3	-1	4	1
CSc1ncc(C(=O)Nc2ccc(C(C)=O)cc2)c(C)n1
    i	1	i	i	i	i	i	-8	-2	7	2
O=[N+]([O-])c1ccc(N2CCN(S(=O)(=O)c3ccccc3[N+](=O)[O-])CC2)cc1NCc1cccnc1
    i	11	i	i	i	i	i	-14	-2	-9	4
CCOc1cc(NC(=S)NCC(C)C)c(OCC)cc1NC(=O)c1cccs1
    i	-1	i	i	i	i	i	-9	.	-3	3
Cc1ccc(-c2csc(N3CCN(c4cc5c(cc4Cl)nc(C)n5CCN4CCCCC4)CC3)n2)cc1
    i	10	i	i	i	i	i	-10	-1	13	1
Cc1ccc(-c2nnc(NC(=O)CCS(=O)(=O)c3ccccc3)o2)c(C)c1
    i	.	i	i	i	i	i	-3	.	6	0
Cc1ccc2nc(-c3ccc(NS(C)(=O)=O)cc3)cc(-c3ccccc3)c2c1
    i	5	i	i	i	i	i	-11	-1	0	-1
CC(=O)Oc1cccc2c1C(=O)c1c(OC(C)=O)cc(C(=O)O)cc1C2=O
    i	-4	i	i	i	i	i	-4	4	35	-3
O=C(NCc1ccc2c(c1)OCO2)C1CCN(c2nccc(C(F)(F)F)n2)CC1
    i	-2	i	i	i	i	i	-9	-2	.	-4
Cc1ccc(Cn2cnc3c(cnn3C(C)(C)C)c2=O)cc1
    i	4	i	i	i	i	i	-11	1	0	-6
CCN(CC(=O)Nc1ccc2c(c1)OCCO2)C(=O)C1CC(=O)N(c2ccc(OC)cc2OC)C1 (centres undefined)
    i	-2	i	i	i	i	i	-16	-1	5	-6
COc1cc(NC(=O)Cc2ccccc2OC)cc(OC)c1
    i	0	i	i	i	i	i	-11	-3	-6	4
Cc1ccc(C)n1-c1ccc(C(=O)NN=C2CCCC2)cc1
    i	.	i	i	i	i	i	-13	-4	-3	1
CCOc1ccc(CCNC(=O)C2CCN(S(=O)(=O)N3CCCCC3)CC2)cc1OCC
    i	.	i	i	i	i	i	-11	.	-1	-1
CCCOc1ccc(C(=O)Nc2c[nH]c(=O)[nH]c2=O)cc1
    i	4	i	i	i	i	i	-7	1	-9	4

# Bioassay records deposited in PubChem BioAssay by several laboratories.
